CHRM5 agonist = agonists of human muscarinic M5 receptor (CHRM5). P08912. CHO-K1 hM5 cells, Fluo-8 calcium fluorescence; 0% DMSO wells, 100% maximal acetylcholine response. activation, % at 3 µM. 360,000 compounds, 0.19% hits. AID 624037;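 active = activation above the run's mean over test compounds plus 3 SD, cut at about 23% in these data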;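 also: signal is peak over basal fluorescence ratio across the kinetic read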
CHRM1 antagonist = human CHRM1 antagonism. CHO-K1 hM1, Fluo-8 calcium fluorescence, ACh EC80 antagonist. inhibition, % at 3 µM. 360,000 compounds, 1.3% hits. AID 588852;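 active = percent inhibition above its own plate's cutoff, namely the mean of that plate's compound wells plus 3 SD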;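 also: peak over basal fluorescence ratio during 140 s after agonist addition; 0% = ACh EC80 plus DMSO and 100% = DMSO alone without agonist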
Target sequence (P11229 whole entry, looked up): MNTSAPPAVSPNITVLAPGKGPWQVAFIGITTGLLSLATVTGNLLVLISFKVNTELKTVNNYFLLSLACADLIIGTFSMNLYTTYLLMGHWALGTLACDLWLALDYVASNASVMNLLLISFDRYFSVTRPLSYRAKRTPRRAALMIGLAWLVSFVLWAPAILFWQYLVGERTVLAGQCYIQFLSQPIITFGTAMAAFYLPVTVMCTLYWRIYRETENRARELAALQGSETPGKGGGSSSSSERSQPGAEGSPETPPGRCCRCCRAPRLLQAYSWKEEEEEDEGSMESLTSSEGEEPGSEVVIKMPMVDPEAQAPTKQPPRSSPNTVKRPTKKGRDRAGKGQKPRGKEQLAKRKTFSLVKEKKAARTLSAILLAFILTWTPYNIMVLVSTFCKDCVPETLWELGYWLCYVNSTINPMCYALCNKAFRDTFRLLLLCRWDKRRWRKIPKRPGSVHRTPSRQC
M5 PAM = CHRM5 positive allosteric modulation; P08912; CHO-K1 hM5, Fluo-8 calcium, ACh EC20 PAM; 0% = ACh EC20, 100% = ACh EC100; activation, % at 3 µM; 360,000 compounds, 0.3% hits;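 active = activation above the run cutoff, the mean activation of all test compounds plus 3 SD, cut at about 18% in these data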
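system = human M5 receptor in CHO-K1 cells | compound = one concentration, 3 µM final (nominal) | schedule = Post-acetylcholine fluorescence recording 140 s | signal = Fluo-8 calcium dye fluorescence, kinetic read | benchmarks = low control EC20 acetylcholine (0%), high control EC100 acetylcholine (100%) | repeats = singlicate, one well per test compound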
M5 antag = CHRM5 antagonism in calcium assay. 360,000 compounds, 0.59% hits. inhibition, % at 3 µM. CHO-hM5 cells, Fluo-8 calcium fluorescence, ACh EC80. P08912;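 active = inhibition above a per-plate cutoff, the mean of that plate's test compounds plus 3 SD, cut at about 27% in these data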;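 also: 0% = acetylcholine EC80 with DMSO and 100% = DMSO without agonist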
CHRM1 PAM = human CHRM1 positive allosteric modulation. CHO-K1 hM1, Fluo-8 calcium fluorescence, ACh EC20; 0% = ACh EC20, 100% = maximal ACh. activation, % at 3 µM. 360,000 compounds, 0.088% hits. AID 588819; in the data active = activation above about 19%, passing the limit was not always enough
CHRM4 agonist = CHRM4 agonism in calcium assay | P08173 | CHO-K1 hM4/Gqi5, Fluo-8 calcium fluorescence; vehicle 0%, full acetylcholine response 100% | activation, % at 3 µM | 360,000 compounds, 0.14% hits;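 active = activation above the run mean over all test wells plus 3 SD, cut at about 32% in these data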;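 also: peak over basal fluorescence ratio per well then scaled between controls; 0% = DMSO wells and 100% = acetylcholine at EC100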
Target sequence (P08173 whole entry, looked up): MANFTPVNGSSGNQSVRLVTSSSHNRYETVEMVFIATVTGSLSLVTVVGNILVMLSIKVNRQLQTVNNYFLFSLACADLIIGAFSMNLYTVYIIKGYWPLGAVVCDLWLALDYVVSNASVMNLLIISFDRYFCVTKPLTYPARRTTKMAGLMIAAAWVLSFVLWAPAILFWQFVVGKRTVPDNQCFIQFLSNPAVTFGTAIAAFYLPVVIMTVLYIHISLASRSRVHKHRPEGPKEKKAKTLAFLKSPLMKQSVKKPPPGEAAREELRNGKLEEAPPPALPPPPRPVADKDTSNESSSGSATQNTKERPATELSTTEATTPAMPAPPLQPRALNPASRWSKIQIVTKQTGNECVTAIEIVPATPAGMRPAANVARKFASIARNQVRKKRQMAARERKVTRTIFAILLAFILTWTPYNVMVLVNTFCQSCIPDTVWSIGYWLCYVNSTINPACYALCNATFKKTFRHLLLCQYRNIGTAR
TAAR1 ag = human TAAR1 agonism. Q96RJ0. CHO RD-HGA16 TAAR1, Fluo-8 calcium fluorescence; vehicle wells 0%, saturating PEA agonist 100%. activation, % at 3 µM. 360,000 compounds, 0.99% hits;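 active = activation above the mean activation of all test compounds in the run plus 3 SD, cut at about 38% in these data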
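test system = CHO RD-HGA16 cells carrying human TAAR1 plus Gα16 | schedule = 17-24 h seeding, 75 min 37 °C dye, 30 min RT | compound dosing = 3 µM single concentration | control set = DMSO and PEA EC100 | replicates = n 1 | signal = Fluo-8 fluorescence, 5 s baseline then 140 s kinetic read | measure = percent activation vs PEA EC100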
M1 ag = human M1 muscarinic receptor agonism | P11229 | CHO-K1 hM1, Fluo-8 calcium fluorescence, agonist mode; 0% DMSO, 100% acetylcholine EC100 | activation, % at 3 µM | 360,000 compounds, 0.33% hits | AID 588814;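 active = activation above the run's mean compound activation plus 3 SD, cut at about 16% in these data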;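 also: peak over basal fluorescence ratio within a 140 s kinetic read after compound addition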
CHRM4 antagonist = blocks acetylcholine activation of human M4 receptor; P08173; CHO-hM4 cells, ACh EC80, Fluo-8 calcium fluorescence; inhibition, % at 3 µM; 360,000 compounds, 0.73% hits; AID 624125;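 active = inhibition above its plate's cutoff, the mean inhibition of sample wells plus 3 SD, cut at about 27% in these data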;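 also: 0% = acetylcholine EC80 with DMSO and 100% = DMSO without agonist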
Numbers without * were called inactive; nt = not tested or not shown.

SMILES	CHRM5 agonist	CHRM1 antagonist	M5 PAM	M5 antag	CHRM1 PAM	CHRM4 agonist	TAAR1 ag	M1 ag	CHRM4 antagonist
CC1(C(=O)NS(=O)(=O)c2ccccc2Cl)CCN1C(=O)C1(c2ccccc2)CCCC1 (centres undefined)	-1	-14	0	0	12	1	0	-5	-12
CC1(c2nnc(-c3cccc(Cl)c3)o2)CC(c2ccc(OC(F)(F)F)cc2)=NO1 (centres undefined)	2	7	-2	11	-5	2	4	-1	10
O=C(COC(=O)Cc1ccc(-c2ccccc2)cc1)NCc1ccccc1	-3	-3	2	-4	5	1	0	-7	3
CC1(C)Cc2c(sc(NC(=O)c3ccc4c(c3)OCCO4)c2C(N)=O)C(C)(C)N1	-3	-9	-5	14	5	2	1	-6	9
CC(=NNC(=S)N1CC2CCC(CC2)C1)c1ccncn1	-3	-3	-12	19	5	0	2	-7	-2
Cc1nc(-c2ccccc2)sc1-c1nc(-c2ccncc2)ncc1S(=O)(=O)c1ccccc1	-3	1	13	0	-7	0	1	1	-1
COc1ccc(CCNC(=O)c2ccc(CNc3nc(=S)[nH]c4ccccc34)cc2)cc1OC	-2	10	-3	8	-4	2	1	-6	4
CCOC(=O)c1ccc(NC(=O)c2nc(SC)ncc2Cl)cc1	-4	6	-3	15	3	0	4	-5	9
COc1ccc(C(=O)NCC(C)(C)CNC(=O)c2ccc(OC)cc2)cc1	0	-8	4	4	7	0	0	-4	-3
Cc1nnc(NC(=O)CSc2ccc([N+](=O)[O-])cn2)s1	1	-4	5	2	9	2	3	-2	-4
COc1ccc(NC(=O)CSc2nncs2)cc1OC	-1	-12	6	6	10	1	13	2	7
Cc1nonc1NC(=O)CSc1nnc(-c2ccoc2C)n1CC(C)C	-6	4	4	5	4	0	14	-5	-8
O=C(C1CCC(CNS(=O)(=O)c2cccc3nsnc23)CC1)N1CC=C(c2ccccc2)CC1 (centres undefined)	6	23	-7	4	-6	5	-1	-2	-11
COc1cc(NC(=O)CSc2nc(C)c(C)c(C)n2)c(C)cc1[N+](=O)[O-]	0	0	-7	-3	-3	2	1	-4	-22
COc1ccc([C@H]2/C=C\CN(Cc3ccc(N(C)C)cc3)[C@@H](C)C(=O)N2Cc2ccc(F)cc2)cc1	0	0	3	4	-1	1	3	-9	4
CCC(=O)Nc1cccc(NC(=S)NC(=O)c2ccccc2Cl)c1	2	4	-8	1	3	5	13	-1	5
COc1ccc(CCNS(=O)(=O)c2ccc3c(c2)CC(C)N3C(=O)C2CC2)cc1OC (centres undefined)	6	3	-3	-3	-7	9	3	1	-13
CCOc1ccc(OCCC(=O)N(CC(C)C)c2c(N)n(Cc3ccccc3)c(=O)[nH]c2=O)cc1	4	-10	7	-3	14	4	2	-4	0
CC1CCCCN1CCCNc1c(C=O)c(=O)[nH]c2ccccc12 (centres undefined)	-3	-9	-2	5	-5	0	3	-10	-7
CCCCc1ncc(CN2CCC(n3nccc3NC(=O)C(OC)c3ccccc3)CC2)[nH]1 (centres undefined)	-9	-2	-16	16	0	0	1	-5	2
CC1Cc2ccccc2N1C(=O)CCn1c(=O)sc2ccccc21 (centres undefined)	-3	-2	-1	-1	-1	7	-2	-2	1
Cc1nc(N2CCN(Cc3ccc4c(c3)OCO4)CC2)c2cc(-c3ccccc3)sc2n1	-6	2	1	6	-1	-1	-2	-3	-3
CSCCC1NC(=O)N(CC(=O)Nc2c(C(C)C)cccc2C(C)C)C1=O (centres undefined)	-1	-6	9	8	8	1	0	-4	4
Cc1c(-n2c(SC(C)C(=O)NC(N)=O)nc3ccccc3c2=O)c(=O)n(-c2ccccc2)n1C (centres undefined)	0	-7	-3	7	5	1	3	-5	7
O=C(Cc1cccs1)Nc1nc2ccccc2s1	-1	0	1	-3	0	1	3	-3	-2

(listing goes on)
SMILES	CHRM5 agonist	CHRM1 antagonist	M5 PAM	M5 antag	CHRM1 PAM	CHRM4 agonist	TAAR1 ag	M1 ag	CHRM4 antagonist
c1ccc(-c2ccc3c(c2)NC(C2Nc4cc(-c5ccccc5)ccc4O2)O3)cc1 (centres undefined)	0	-4	2	0	16	1	1	-3	3
Cc1cccc(-c2nc(CS(=O)CC(=O)NC3CCCCC3)c(C)o2)c1 (centres undefined)	-5	7	-2	0	0	0	1	-2	3
O=C(Cn1c(=O)oc2cc(S(=O)(=O)N3CCCC3)ccc21)N1CCN(c2ccccn2)CC1	2	-3	-4	4	2	2	3	-4	-3
Cc1nc2cccc(C(=O)NCc3ccccc3)c2o1	-2	-10	-6	-2	6	0	0	-3	5
Cc1nnc(NC(=O)C2CCN(c3nnnn3-c3ccccc3)CC2)s1	-2	-13	0	4	-1	1	8	-3	-10
COc1ccc(Cl)cc1C(=O)NNC(=S)NC(=O)/C=C/c1ccco1	-1	5	-2	6	-1	0	55*	-2	8
Cc1cccc(NC(=O)CSCC(=O)Nc2ccccc2C(=O)NC2CC2)c1	3	-22	-8	3	6	3	0	-1	-5
CCCc1nnc(NC(=O)CCC(=O)N2CCN(S(=O)(=O)c3ccc(OC)cc3)CC2)s1	0	-4	-3	-2	0	1	5	-2	7
On1nnc2ccc3ccccc3c21	-1	-4	-1	0	11	0	1	-6	16
O=C(CN1C(=O)S/C(=C\C=C\c2ccccc2)C1=O)Nc1ccccc1C(=O)O	1	-17	-1	9	10	0	-2	-4	24
O=S(=O)(NCCSCc1ccc(Cl)cc1Cl)c1ccc2c(c1)OCCO2	-12	-3	-18	-6	-3	0	12	-2	-2
O=C(CCc1nc2ccccc2c(=O)[nH]1)N1CCN(S(=O)(=O)c2cccc([N+](=O)[O-])c2)CC1	1	0	1	0	-1	-1	0	-4	-8
COc1ccc2c(c1)c(C(=O)O)c(C)n2CCc1ccc(OC)c(OC)c1	-5	-16	15	-3	8	1	0	-4	-14
O=c1c(Cl)c(N2CCN(c3ccc(F)cc3)CC2)cnn1C12CC3CC(CC(C3)C1)C2	-5	-13	1	-8	-8	2	2	-7	-15
COc1ccccc1C(=O)OCc1c(F)cccc1Cl	-3	0	-6	-3	2	-3	10	-4	-6
Cn1c(=O)c2c(ncn2Cc2ccccc2)n(C)c1=O	3	-21	-6	1	0	3	1	0	-2
O=C(CSc1nc2ccsc2c(=O)n1NC(=O)c1ccccc1)Nc1nccs1	-1	-12	9	-12	5	0	5	-6	-5
Cc1ccc(NC(=O)CSc2nnc(/N=C/N(C)C)s2)cc1	2	7	0	3	4	3	1	-4	6
COc1cc(CC(=O)Nc2cc(S(=O)(=O)N3CCOCC3)ccc2N2CCCC2)cc(OC)c1OC	4	-5	9	-17	16	2	1	1	-22
CC(=O)c1cc2c(cc1NC(=O)CSc1nc3ccccc3o1)OCO2	-2	-1	-1	-4	7	0	0	-2	0
CCOc1cc(NC(=S)NCCCN2CCOCC2)c(OCC)cc1NC(=O)c1ccccc1C	-1	-1	4	-10	4	1	8	-7	-8
O=C(COC(=O)c1ccc(Cl)c(S(=O)(=O)N2CCOCC2)c1)NCc1ccco1	0	-7	-3	15	6	2	0	-2	-8
CC(C)(C)OC(=O)C[C@H]1C/C=C\C[C@H](CC(=O)N(CCO)Cc2ccccc2)C(=O)N2CCC[C@H]2COC1=O	3	3	-13	10	-6	14	16	-4	6
CCOc1cccc(NC(=O)c2ccc(S(=O)(=O)N3CCCC3)cc2)c1	-2	-3	-5	2	2	8	1	-7	-4
Cc1nn(C)cc1S(=O)(=O)Nc1ncccn1	-7	-6	3	4	7	0	2	-2	3

By substructure: the entries above containing fluorine
SMILES	CHRM5 agonist	CHRM1 antagonist	M5 PAM	M5 antag	CHRM1 PAM	CHRM4 agonist	TAAR1 ag	M1 ag	CHRM4 antagonist
CC1(c2nnc(-c3cccc(Cl)c3)o2)CC(c2ccc(OC(F)(F)F)cc2)=NO1 (centres undefined)	2	7	-2	11	-5	2	4	-1	10
COc1ccc([C@H]2/C=C\CN(Cc3ccc(N(C)C)cc3)[C@@H](C)C(=O)N2Cc2ccc(F)cc2)cc1	0	0	3	4	-1	1	3	-9	4
O=c1c(Cl)c(N2CCN(c3ccc(F)cc3)CC2)cnn1C12CC3CC(CC(C3)C1)C2	-5	-13	1	-8	-8	2	2	-7	-15
COc1ccccc1C(=O)OCc1c(F)cccc1Cl	-3	0	-6	-3	2	-3	10	-4	-6

(continued)
SMILES	CHRM5 agonist	CHRM1 antagonist	M5 PAM	M5 antag	CHRM1 PAM	CHRM4 agonist	TAAR1 ag	M1 ag	CHRM4 antagonist
COc1ccc(S(=O)(=O)N2N=C(C)Oc3ccccc3C2=O)cc1	-2	-27	11	14	2	2	2	-2	15
CCCCn1c(N)c(N(CCOC)C(=O)c2cccc(S(=O)(=O)N(C)c3ccc(C)cc3)c2)c(=O)[nH]c1=O	-2	4	-2	-3	0	0	0	-4	-3
COc1cc(OC)cc(C(=O)Nc2ccc3c(c2)n(C)c(=O)n3C)c1	2	-18	0	-8	7	2	0	-1	-5
O=C(Cn1cc(F)c(=O)[nH]c1=O)NCCO	0	-8	-3	-1	9	0	10	-7	4
CC(NC(=O)Cn1cnnn1)c1cccc(C(F)(F)F)c1 (centres undefined)	0	-9	-1	10	12	0	-2	-3	11
CCN(CC)C(=O)C1CCCN(c2ccccc2[N+](=O)[O-])C1 (centres undefined)	-2	-3	2	2	2	1	0	-6	-9
CC(=O)Nc1ccc(S(=O)(=O)NCCC(=O)OCc2nc(N)nc(Nc3ccccc3C)n2)cc1	0	4	-8	6	8	2	nt	-2	-5
O=C(NCC1CCCO1)C1CCN(S(=O)(=O)N2CCCC2)CC1 (centres undefined)	0	-9	-4	5	4	2	3	-3	3
CCN(CC)C(=O)C1=C(C)N(CCC2=CCCCC2)C(=O)C(CC(=O)NCCN2CCOCC2)C1 (centres undefined)	1	-26	4	-5	14	0	3	-6	-15
Fc1ccc(-n2cc(CNCCc3ccccn3)c(-c3ccccc3Cl)n2)cc1	3	-3	-3	7	3	8	33	-7	6
Cc1nc2ccc(NC(=O)c3ccc([N+](=O)[O-])cc3[N+](=O)[O-])cc2s1	1	1	2	1	6	4	4	-2	2
OCCN(Cc1ccccc1)Cc1ncccc1O	-2	-12	4	0	5	1	1	-3	-4
Cc1cc(Br)cc2c(C(=O)NCC3CCCO3)cc(-c3ccccc3)nc12 (centres undefined)	-5	-12	6	2	9	0	-1	-2	7
NC(=O)CSc1nnc(NC(=O)C2CC(=O)N(c3ccc(F)cc3)C2)s1 (centres undefined)	-2	0	-4	16	2	2	0	-3	5
COCCNC(=O)CCn1nc(-c2ccc(C)cc2)ccc1=O	-5	-21	4	-4	19	1	7	-4	-8
Cc1cnc(C)c(Nc2nc(C(N)Cc3ccc(Cl)cc3)cs2)n1 (centres undefined)	3	5	2	1	3	30	15	3	2
COc1ccccc1CC(=O)N1CCN(S(=O)(=O)c2ccccc2F)CC1	-4	-4	2	10	12	4	1	0	-6
CCC(CC)NC(=O)c1ccc(NS(=O)(=O)c2ccc3[nH]c(=O)[nH]c3c2)cc1	-4	-6	3	0	8	0	2	-2	-3
Cc1ccc(-c2nnc(SCC(=O)Nc3ccccc3N3CCOCC3)o2)cc1	-1	-3	-1	4	13	0	6	-6	12
Cc1ccc2ccccc2c1C(O)c1ncc(-c2cccc(C(F)(F)F)c2)[nH]1 (centres undefined)	1	-7	-5	12	4	6	21	3	-8

These rows are one share of the data. The share of hits here may be higher or lower than overall.
